Source: PubChem (several laboratories)
STAT1 blocker: STAT1 signaling inhibition; 200,000 compounds, 0.35% hits; inhibition, % at 5.5 µM; NIH 3T3 STAT1-luciferase reporter, IFN-gamma, luminescence;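 active = inhibition above a set limit, the mean inhibition across all tested compounds plus 3 SD, cut at about 34% in these data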;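 also: 0% = IFN-gamma with DMSO and 100% = IFN-gamma with 300 µM nifuroxazide; values of inactives mirror those of a sister screen read the other way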
bIAP inh: blocks bovine intestinal alkaline phosphatase activity | purified bovine IAP, CDP-star luminescence, 30 min | inhibition, % at 20 µM | 190,000 tested, under 10 active | AID 1019;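 active = over 50% inhibition of intestinal alkaline phosphatase at 20 µM in the single-dose screen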
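System: Purified bovine intestinal alkaline phosphatase (IAP) enzyme | Input: IAP diluted 1/65,000,000 in the well | Also added: CDP-star chemiluminescent phosphatase substrate, 30 µM final | Dosing: 20 µM single dose | Times: Enzyme reaction for 30 min at room temperature | Detection: Luminescence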
ROMK primary: modulators of human ROMK potassium channel; Tet-inducible ROMK, thallium flux fluorescence; actives lie on both sides; P48048; 130,000 compounds, 2% hits; AID 1918; B-score at 10 µM;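 active = signal ratio slope over the read window, or its plate-corrected B-score, at least 3 SD from the plate mean, either direction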;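 also: B-score of the F/F0 ratio slope over 7 to 12 s after thallium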
PPARg SRC2 recr: PPARgamma-driven SRC-2 recruitment agonism | PPARgamma LBD-SRC-2 recruitment, biochemical | activation, % at 8 µM | 200,000 compounds, 0.34% hits; in the data active = activation above about 22%;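 also: 0% = vehicle and 100% = reference agonist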
Target sequence (P37231 whole entry, looked up, the tested form may be a part): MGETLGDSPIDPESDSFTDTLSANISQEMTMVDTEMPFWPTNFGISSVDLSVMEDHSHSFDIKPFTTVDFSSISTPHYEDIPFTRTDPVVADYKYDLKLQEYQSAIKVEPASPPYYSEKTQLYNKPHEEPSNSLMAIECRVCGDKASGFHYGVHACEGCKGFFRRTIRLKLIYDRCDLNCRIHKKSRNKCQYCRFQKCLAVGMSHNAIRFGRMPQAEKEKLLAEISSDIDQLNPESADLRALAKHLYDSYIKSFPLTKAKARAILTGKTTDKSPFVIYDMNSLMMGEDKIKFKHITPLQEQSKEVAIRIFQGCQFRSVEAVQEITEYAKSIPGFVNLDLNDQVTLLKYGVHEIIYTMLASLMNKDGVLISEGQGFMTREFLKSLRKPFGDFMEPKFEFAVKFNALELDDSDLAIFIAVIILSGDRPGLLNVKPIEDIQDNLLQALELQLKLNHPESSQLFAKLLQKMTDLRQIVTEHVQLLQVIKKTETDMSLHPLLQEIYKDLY
STAT3 blocker: inhibitors of IL-6 induced STAT3 signaling. U3A cells, IL-6 STAT3-luciferase reporter, luminescence; host cell line lacks STAT1. inhibition, % at 5.5 µM. 190,000 compounds, 0.89% hits. AID 862;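 active = inhibition above the mean inhibition across all screened compounds plus 3 SD, cut at about 44% in these data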;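 also: 0% = DMSO only wells and 100% = 100 µM nifuroxazide control wells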
TNAP act hi DEA: TNAP (human) activation, high acceptor | P05186 | purified TNAP, CDP-star luminescence, 1 M DEA, 30 min; stronger effect = higher value; 0 = EDTA background, 1 = DMSO-only activity | activation factor at 20 µM | 200,000 tested, under 10 active | AID 1136;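 active = activation factor at least 2 at 20 µM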
Target sequence (P05186 whole entry, looked up): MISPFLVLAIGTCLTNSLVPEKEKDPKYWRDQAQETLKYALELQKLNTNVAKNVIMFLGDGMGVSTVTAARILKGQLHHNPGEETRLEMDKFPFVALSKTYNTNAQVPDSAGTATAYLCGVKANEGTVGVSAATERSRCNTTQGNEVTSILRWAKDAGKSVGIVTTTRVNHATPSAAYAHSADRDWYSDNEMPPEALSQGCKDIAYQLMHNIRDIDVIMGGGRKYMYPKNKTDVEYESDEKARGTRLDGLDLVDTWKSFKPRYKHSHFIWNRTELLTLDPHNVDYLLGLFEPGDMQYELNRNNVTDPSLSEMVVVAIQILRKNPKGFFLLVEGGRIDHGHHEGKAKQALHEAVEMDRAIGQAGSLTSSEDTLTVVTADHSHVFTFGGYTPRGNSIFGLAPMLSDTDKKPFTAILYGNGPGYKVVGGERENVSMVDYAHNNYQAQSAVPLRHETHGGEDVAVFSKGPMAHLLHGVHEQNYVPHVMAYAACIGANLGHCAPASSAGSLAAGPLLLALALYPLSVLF
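Test system – human TNAP · Doses – 20 µM single point · Incubation – 30 min, room temperature · Signal – luminescent substrate turnover signal · Read-out basis – activation factor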
SRC2 TRFRET art: flags TR-FRET format artefacts in PPARgamma SRC-2 recruitment agonist screen | TR-FRET artefact counter-screen; stronger effect = higher value | AID 1049 | TR-FRET ratio at 8 µM | 200,000 compounds, 0.4% hits; in the data active = TR-FRET ratio above about 2000; also: inactives centre near 1500
STAT3 activator: STAT3 signaling activation | U3A cells, IL-6 STAT3-luciferase reporter, luminescence; 100% = signal with IL-6 EC80 alone | activation (% of control), % at 5.6 µM | 190,000 compounds, 0.91% hits | AID 871;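 active = activation above the screen-wide mean of compound activation plus 3 SD, cut at about 130% in these data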;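 also: 0% = background luminescence of wells with medium and substrate only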
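Test system: human U3A cells carrying STAT3-luciferase construct; control set: IL-6-only wells as 100% reference; timing: compound pre-incubation 1 h before IL-6, then 6 h stimulation at 37 °C; also added: IL-6 stimulus at 33 ng/mL final; evaluation: % activation versus median of IL-6-stimulated wells; detection: reporter luminescence signal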
bIAP act: intestinal alkaline phosphatase (bovine) activation; purified bovine IAP, CDP-star luminescence, 30 min; stronger effect = higher value; fold of DMSO-control signal, blank-subtracted; 200,000 compounds, 0.17% hits; activation factor at 20 µM;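 active = activation factor of 2 or more at 20 µM, a signal rise over negative controls twice the positive control's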
PPARg SRC1 recr: PPARgamma-driven SRC-1 recruitment agonism; P37231; PPARgamma-SRC-1 coactivator recruitment biochemical assay; activation, % at 8 µM; 200,000 compounds, 0.41% hits; AID 631; in the data active = activation above about 19%;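 also: 0% = DMSO and 100% = reference agonist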
PPARg SRC-3 ag: agonists of human PPARgamma SRC-3 coactivator recruitment; P37231; biochemical PPARgamma/SRC-3 coactivator recruitment assay; activation, % at 8 µM; 200,000 compounds, 0.26% hits; AID 731; in the data active = activation above about 23%;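 also: 0% = DMSO and 100% = reference agonist; some compounds past the cut are filed as inactive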
An asterisk follows results filed as active; nt = no result given.

item	SMILES	STAT1 blocker	bIAP inh	ROMK primary	PPARg SRC2 recr	STAT3 blocker	TNAP act hi DEA	SRC2 TRFRET art	STAT3 activator	bIAP act	PPARg SRC1 recr	PPARg SRC-3 ag
1	Cc1cc(S(=O)(=O)N2CCCC2)c(C)s1	-3	9	0.31	3	5	1	1598	98	0.9	10	8
2	CCCCn1c(CNC(C)=O)nc2ccccc21	2	8	nt	-4	4	1	1485	97	0.9	1	2
3	Cc1ccc(-c2cc(N)n(Cc3ccc(Cl)cc3)n2)cc1	12	12	nt	-1	46*	1	1507	67	0.9	-1	7
4	CNC(=O)CCn1nc(-c2ccc(Cl)cc2)c2ccccc2c1=O	11	6	0.53	1	3	1	1275	101	0.9	1	2
5	CC(=O)c1cc(F)ccc1OCC(=O)N1CCN(c2ccc(F)cc2)CC1	3	-1	-1.1	-1	9	1	1444	99	1	-4	3
6	Cc1cc(NC(=O)CSc2nnc(C)c(=O)n2N)no1	0	-6	-0.79	-5	0	1.1	1524	106	1.1	3	4
7	Clc1ccc(CO/N=C2\CCCc3nonc32)c(Cl)c1	6	5	-0.36	14	16	1	1768	86	0.9	5	2
8	O=C(Cc1ccccc1)Nc1c(C(=O)N2CCOCC2)cnn1-c1ccccc1	-9	8	0.13	5	-2	1	1619	106	0.9	7	-5
9	Cc1ccc(-c2nc(CSCC(=O)N3CCCC3)c(C)o2)cc1	6	-9	0.02	-4	10	1	1595	94	1.1	0	9
10	Cc1cc(C)c(S(=O)(=O)NCC2CCC(C(=O)NCCCN3CCOCC3)CC2)c(C)c1 (centres undefined)	6	-31	nt	-4	11	1	1425	96	1.3	-4	-5
11	Clc1ccc(-c2nnc(-c3ccc(Br)o3)o2)c(Cl)c1	-42	25	0.92	5	19	1.1	1721	86	0.7	8	10
12	CCC(CC)NCC(O)COc1ccc(Br)cc1 (centres undefined)	-4	-11	-1	10	2	1	1645	100	1.1	4	3
13	Cc1ccc(C(C)C)c(OCCCNCc2cccnc2)c1	-2	-2	-0.15	5	-3	1	1409	107	1	3	0
14	CCn1c(CNc2cccc(Cl)c2)nnc1SCc1ccccc1	-3	13	-1.1	-3	6	1.1	1397	98	0.9	4	3
15	COc1ccc(C(=O)NCc2ccc(Cl)c(Cl)c2)cc1OC	-1	4	-0.23	3	3	1	1380	99	1	0	2

Reformatted: entries from further up
Order of values: STAT1 blocker, bIAP inh, ROMK primary, PPARg SRC2 recr, STAT3 blocker, TNAP act hi DEA, SRC2 TRFRET art, STAT3 activator, bIAP act, PPARg SRC1 recr, PPARg SRC-3 ag
#3 Cc1ccc(-c2cc(N)n(Cc3ccc(Cl)cc3)n2)cc1
→ 12, 12, nt, -1, 46*, 1, 1507, 67, 0.9, -1, 7
#4 CNC(=O)CCn1nc(-c2ccc(Cl)cc2)c2ccccc2c1=O
→ 11, 6, 0.53, 1, 3, 1, 1275, 101, 0.9, 1, 2
#5 CC(=O)c1cc(F)ccc1OCC(=O)N1CCN(c2ccc(F)cc2)CC1
→ 3, -1, -1.1, -1, 9, 1, 1444, 99, 1, -4, 3

Following part:
item	SMILES	STAT1 blocker	bIAP inh	ROMK primary	PPARg SRC2 recr	STAT3 blocker	TNAP act hi DEA	SRC2 TRFRET art	STAT3 activator	bIAP act	PPARg SRC1 recr	PPARg SRC-3 ag
16	CCOc1cc(NC(=O)c2ccco2)c(OCC)cc1NC(=O)COc1ccccc1	5	0	nt	14	39	1	1514	75	1	12	9
17	COc1ccc(/C=C2/N=C(c3cccs3)OC2=O)cc1OC(C)C	0	3	nt	6	7	1	1444	100	1	5	-2
18	Cc1ccc(S(=O)(=O)N2CCCC2C(=O)Oc2ccccc2)cc1 (centres undefined)	4	5	nt	3	2	1	1591	102	0.9	-1	7
19	Cc1ccc(Cn2c(=O)c3ccccc3n3nc(C)cc23)cc1	10	12	-0.89	14	-9	1.1	1567	112	0.9	8	0
20	O=C(O)CCC(=O)c1cccc2ccccc12	7	-2	0.7	3	13	1	1473	94	1	5	-2
21	Cc1ccc(N(CC(=O)NC2CCC(C)CC2)S(=O)(=O)c2cccnc2)cc1 (centres undefined)	-1	5	nt	11	2	1.1	1619	106	1	3	20
22	COc1ccc(CCNC(=O)C2CC(=O)N(CCc3ccc(C)cc3)C2)cc1OC (centres undefined)	1	-3	0.16	-1	25	1.1	1564	87	1	-12	1
23	Clc1ccc(-c2csc(-c3ccncc3)n2)cc1	-31	17	0.16	-2	24	1	1483	86	0.8	5	1
24	O=C(NCc1ccccn1)C1CCCN(S(=O)(=O)c2ccc(Br)cc2)C1 (centres undefined)	-1	-14	nt	-5	8	1	1495	96	1.1	5	3
25	Cc1cc(=O)[nH]c(-n2ncc(C#N)c2N)n1	-13	18	-0.37	-2	2	1.1	1655	104	0.8	-2	-3
26	COc1ccc(C(=O)/C=C/C(=O)N(CC(=O)NCCC(C)C)Cc2cccs2)c(O)c1	5	-6	-1.6	15	-7	1.1	1716	113	1.1	13	5
27	NC(=O)Cn1cnc2nc3n(c2c1=O)CCC3	-7	1	-1.9	-6	12	1	1483	99	1	3	0
28	CCOc1cc(/C=C2/SC(=S)N(CC3CCCO3)C2=O)ccc1O (centres undefined)	-3	13	0.47	5	18	0.5	1699	89	0.9	6	3
29	C=CCOc1ccc(Br)cc1CNC(C)(C)C	-1	-10	0.5	6	0	1	1493	101	1.1	5	5
30	Cc1ccc(SCCC(=O)Nc2nccs2)cc1	-9	2	0.78	-4	7	1	1460	104	1	-5	2
31	CC(=O)Cn1c(CN2CCCCC2)nc2ccccc2c1=O	2	4	1.2	3	-1	1.1	1732	107	1	4	1
32	CCOC(=O)c1oc2ccc(Cl)cc2c1NC(C)=O	14	1	1.7	-2	23	1.1	1537	89	1	8	7
33	N/C(=N\N=C/c1ccc(Br)cc1)N/N=C\c1ccc(Br)cc1	-5	14	0.64	12	1	1	1668	103	0.9	12	10
34	CCCCNC(=O)CSc1nc2ccccc2n1S(=O)(=O)c1ccc(Cl)cc1	3	13	nt	0	0	1	1627	99	0.9	-4	4
35	CCc1ccc(Oc2nc([N+](=O)[O-])nn2C)cc1	-1	1	1.5	7	15	1.1	1480	91	1	10	-2
36	Cc1nc2sc(C(c3ccco3)N3CCN(c4cccc(Cl)c4)CC3)c(O)n2n1 (centres undefined)	5	8	-0.087	11	4	1	1401	99	0.9	0	5
37	COC(=O)c1cc(NC(=O)CC2SC(=Nc3ccccc3)N(CCc3c[nH]c4ccccc34)C2=O)cc(C(=O)OC)c1 (centres undefined)	-4	3	0.29	5	-7	1.1	1537	110	1	8	7
38	COc1ccc(C(=O)Nc2c(N)nc(SCC(=O)N3CCCCCC3)[nH]c2=O)cc1OC	-8	2	nt	-5	11	1	1346	91	1	10	4
39	Cc1noc(C)c1COC(=O)CCc1nc2ccccc2s1	-3	2	nt	-2	12	1	1511	94	1	-3	-1
40	CCOC(=O)Cc1cc(=O)n2[nH]c(C)c(-c3ccc(Cl)cc3)c2n1	-7	-4	nt	-3	-3	1.1	1661	103	1	7	-1
41	CN1CCN(c2ccc(NC(=O)c3ccccc3Br)cc2)CC1	-23	4	-0.6	7	-16	1	1717	114	1	2	-16
42	O=C(/C=C/c1ccco1)NC(=S)Nc1cccc([N+](=O)[O-])c1	-5	-3	nt	-1	9	1	1429	97	1	3	1
43	Cc1cc(NC(=O)CSc2nnc(COc3ccccc3)o2)no1	4	0	nt	8	-8	1.1	1357	108	1	-2	-5
44	O=C(COc1ccc(Br)cc1)OCc1nnc(-c2ccccc2)o1	1	-7	-0.15	7	15	1.1	1540	95	1.1	0	3
45	CSCCC(NC(=O)c1ccc([N+](=O)[O-])cc1Cl)C(=O)OCC(=O)C12CC3CC(CC(C3)C1)C2 (centres undefined)	-1	32	0	6	-14	1	1665	112	0.7	1	-2
46	COc1ccc(OC)c(CCNC(=O)Cn2cccc2C(=O)c2ccccc2C)c1	7	-1	nt	-2	0	1.1	1333	101	1	-4	-3
47	Cc1ccc(/C=C2/Sc3ccccc3N(CC(=O)NCCCOC(C)C)C2=O)cc1	3	1	-0.66	4	-5	1	1627	102	1	-1	2
48	Cc1n[nH]c(C)c1S(=O)(=O)N1CCCC(C(=O)NCC2COc3ccccc3O2)C1 (centres undefined)	-6	-20	nt	1	6	1	1481	98	1.2	-2	-6
49	CCO[C@H]1OC(C(=O)NCc2ccccc2)=C[C@@H](c2ccc(C(F)(F)F)cc2)[C@@H]1CCCO	8	-14	nt	8	nt	1	1532	nt	1.1	2	-3
50	CCCc1cc(=O)oc2c(C)c3occ(C)c3cc12	-11	10	0.019	4	1	1	1625	102	0.9	1	0
51	O=C(N1CCCCC1)N1CCN(C(=O)N(c2ccccc2)c2ccccc2)CC1	2	5	-0.89	12	12	1	1504	92	0.9	6	15
52	O=C(CCc1ccccc1)NC(=S)Nc1ccc2c(c1)C(=O)OC2	0	0	-0.66	7	25	1	1502	83	1	8	-6
53	O=C(Cc1cccc(C(F)(F)F)c1)NCc1ccc(Cl)cc1	3	12	-0.71	4	0	1	1568	101	0.9	-1	2
54	O=C(c1ccco1)N1CCN(Cc2ccc(Cl)cc2)CC1	-5	-3	nt	6	8	1	1495	101	1	8	2

As entered above:
compound 46 | PPARg SRC2 recr: -2
compound 51 | PPARg SRC1 recr: 6
compound 54 | STAT1 blocker: -5

Four of the entries above in order of their number in ROMK primary, descending.
No.	Compound	STAT1 blocker	bIAP inh	ROMK primary	PPARg SRC2 recr	TNAP act hi DEA	STAT3 activator	bIAP act	PPARg SRC1 recr	PPARg SRC-3 ag
50	CCCc1cc(=O)oc2c(C)c3occ(C)c3cc12	-11	10	0.019	4	1	102	0.9	1	0
47	Cc1ccc(/C=C2/Sc3ccccc3N(CC(=O)NCCCOC(C)C)C2=O)cc1	3	1	-0.66	4	1	102	1	-1	2
53	O=C(Cc1cccc(C(F)(F)F)c1)NCc1ccc(Cl)cc1	3	12	-0.71	4	1	101	0.9	-1	2
51	O=C(N1CCCCC1)N1CCN(C(=O)N(c2ccccc2)c2ccccc2)CC1	2	5	-0.89	12	1	92	0.9	6	15
